# FN deposition inh = inhibitors of fibronectin matrix deposition, primary screen, AH1F cells, Alexa488-fibronectin fluorescence, plate reader; AH1F fibroblasts, overnight; actives 0.086% (n = 350,000); AID 743247, 2014; inhibition, % at 12.6 µM;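 active means mean inhibition across replicates of 30% or more, regardless of how many single replicates reach that level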;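 further: positive control wells lacked labelled fibronectin entirely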
#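 Schedule: 1 h cell adhesion before compound, then overnight fibronectin incubation; test system: AH1F fibroblast monolayer depositing Alexa488-labelled fibronectin into matrix; quantity: 10000 AH1F cells per well; probe or stimulus: fluorescent fibronectin at 24 nM final; signal: fluorescence, ex 485 nm, em 525 nm; evaluation: percent inhibition as loss of matrix-bound fibronectin fluorescence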
# RAD54 inh = inhibitors of human RAD54 branch migration, primary screen, biochemical, fluorescence, single point; RAD54 Holliday junction branch migration, FAM/BHQ fluorescence; inhibition, % at 10.4 µM; actives 0.14% (n = 360,000);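 active means mean normalized replicate activity at least 40 and at least half of replicates scoring 40 or more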;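 further: 0% = median of neutral control wells and 100% = median of positive control wells; inhibitors cause a drop in the FAM fluorescence signal; in these data hits start at about 50%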
# EWS-Fli inh = EWS/Fli-driven NR0B1 reporter inhibitors, primary screen, A673 cells, NR0B1 luciferase, luminescence, MLPCN library. viability-normalised. inhibition, % at 12.6 µM. actives 0.67% (n = 350,000). AID 651661, 2012;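 active means mean inhibition of at least 50% after viability correction, with every replicate also passing that limit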;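 further: firefly luciferase signal divided by Alamar Blue viability fluorescence both relative to DMSO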
# esBAF inh = Bmi1 luciferase reporter increase in mESCs, primary screen, esBAF inhibitor project, mouse ES cells, Bmi1 luciferase knock-in, single point; 24 h; 100% = twice the neutral-well signal; reporter increase, % at 12.5 µM; actives 2% (n = 350,000); in the data active means activation above about 40%;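 further: 0% = median of the plate's neutral control wells and 100% = double that signal; a rise in the Bmi1 reporter signal indicates esBAF inhibition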
# S100A4 MyoIIA = inhibitors of S100A4-myosin IIA peptide binding, primary screen, biochemical, fluorescence polarization, TAMRA-MyoIIA peptide; Protein S100-A4 (Homo sapiens), P26447; inhibition, % at 10.7 µM; actives 0.14% (n = 360,000);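 active means mean inhibition of at least 70% across replicates, with every replicate also reaching that level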
# Target sequence (P26447 whole entry, looked up): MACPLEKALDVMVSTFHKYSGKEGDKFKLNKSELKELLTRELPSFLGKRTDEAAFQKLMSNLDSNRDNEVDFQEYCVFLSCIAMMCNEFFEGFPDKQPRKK
#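 incubation = readout 5 min after mixing, signal stable up to 60 min | system = S100A4 monomer protein | buffer or medium = HEPES pH 7.2 with CaCl2, KCl, NaCl, DTT, Triton | benchmarks = neutral control DMSO, positive control TFP | also added = fluorescent myosin IIA peptide, 5 nM | compound dosing = one concentration per compound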
# E-selectin induc = E-selectin induction in HUVECs, primary screen, imaging, HUVEC, immunofluorescence imaging, single point; actives 0.37% (n = 260,000); AID 686992, 2013; activation, % at 7.58 µM; normalized: neutral wells 0, TNF-alpha wells 100;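 active means mean E-selectin-positive cell signal at least 10% of the positive control, reached in at least 60% of replicates, without over 20% cell loss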;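 further: in these data hits start at about 27%; measured in HUVEC primary endothelial cells; signal is the percent of cells scored E-selectin positive by PE staining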
# Target sequence (P16581 whole entry, looked up): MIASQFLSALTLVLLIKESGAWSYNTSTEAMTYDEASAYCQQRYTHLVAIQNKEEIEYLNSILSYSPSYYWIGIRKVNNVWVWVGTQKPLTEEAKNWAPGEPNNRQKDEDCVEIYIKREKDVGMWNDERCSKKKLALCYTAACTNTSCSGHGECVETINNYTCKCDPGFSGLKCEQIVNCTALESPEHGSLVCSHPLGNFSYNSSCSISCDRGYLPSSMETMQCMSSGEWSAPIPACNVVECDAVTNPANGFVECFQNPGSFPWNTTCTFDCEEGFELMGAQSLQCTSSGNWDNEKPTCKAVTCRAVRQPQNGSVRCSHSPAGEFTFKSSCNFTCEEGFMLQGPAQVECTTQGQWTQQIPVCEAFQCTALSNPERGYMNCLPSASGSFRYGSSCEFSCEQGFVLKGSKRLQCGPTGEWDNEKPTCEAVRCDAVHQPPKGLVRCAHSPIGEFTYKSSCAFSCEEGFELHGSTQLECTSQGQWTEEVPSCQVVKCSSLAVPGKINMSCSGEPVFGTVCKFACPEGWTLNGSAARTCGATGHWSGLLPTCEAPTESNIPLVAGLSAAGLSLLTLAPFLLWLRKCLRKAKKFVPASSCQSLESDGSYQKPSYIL
#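 material = human umbilical vein endothelial cells (HUVEC), E-selectin induction | quantity = 3,000 cells/well | medium = EGM-2 growth medium on 0.1% gelatin-coated wells | technique = immunofluorescence imaging | read-out basis = % PE-positive cells | control set = TNF-alpha positive control, DMSO neutral control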
# Xi reactivation = activators of inactive X chromosome reactivation, primary screen, imaging, XiGFP fibroblasts, GFP high-content imaging, set 2. actives 0.055% (n = 360,000). activation, % at 7.58 µM. AID 743238, 2013. XiGFP mouse fibroblasts, % GFP-positive cells imaging, 3 d; cells co-treated with 5-aza-dC sensitizer; scaled so ellipticine positive control = 100%;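 active means mean normalized replicate activation at least 10% and every replicate at or above 10%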;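 further: 0% = median of on-plate neutral control wells and 100% = ellipticine 6 µM median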
#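 material = 68-5-11 XiGFP fibroblast line | medium = DMEM plus 5-aza-dC sensitizer | schedule = 3 days compound exposure | benchmarks = positive control ellipticine, 6 µM final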
# RAD52 inh = RAD52 DNA annealing inhibitors, primary screen, biochemical, FRET, single point, set 2 | DNA repair protein RAD52 homolog (Homo sapiens), P43351 | recombinant RAD52 DNA annealing, FRET fluorescence | inhibition, % at 18.7 µM | actives 0.46% (n = 360,000);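 active means every replicate showing at least 50% inhibition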
# An asterisk follows results filed as active; · = not tested or not shown; & = joins results of further samples.
SMILES,FN deposition inh,RAD54 inh,EWS-Fli inh,esBAF inh,S100A4 MyoIIA,E-selectin induc,Xi reactivation,RAD52 inh
C[C@@H]1CN([C@@H](C)CO)S(=O)(=O)c2ccc(C#CC(C)(C)O)cc2O[C@@H]1CN(C)Cc1ccncc1,-14,-3,-2,-7,15,-0.4,0.2,2
CCCn1nc(C(=O)NNC(=O)c2cccc(C)c2)c2ccccc2c1=O,6,3,-25,10,-3,-0.2,0.2,-7
COc1cccc(NC(=O)N2[C@@H]3CNC[C@H]2C3c2ccc(-c3ccccc3)cc2)c1 (stereo not given in full),3&2,·,·,·,-20&-13,0.6&-0.5,0.2&0.0,47&-21
COc1ccc(C)cc1S(=O)(=O)n1cnc(C)c1,3,-6,-4,-2,1,·,0.0,-1
CCOCCCNC(=O)C(Cc1ccccc1)NS(=O)(=O)c1cccc2nsnc12 (stereo not given),8,·,6,·,2,·,-0.1,-5
CCCc1c(C(=O)N/N=C/c2c[nH]c3ccccc23)nnn1-c1nonc1N,·,3,13,-3,5,11,-0.1,-116
CCCCCOc1ccc(NC(=O)C(=O)NCC2CCCN2CC)cc1 (stereo not given),-6,-6,4,2,-2,-0.8,0.0,-13
O=C(COCc1cc(-c2ccc3c(c2)OCO3)on1)N1CCN(c2cccc(Cl)c2)CC1,-5,-3,·,4,-3,·,0.0,-6
CCC1CCCCN1CCCNC(=O)CSc1nc2nc(C)c(Cc3ccccc3)c(C)n2n1 (stereo not given),-12,-15,8,1,-13,·,0.0,-32
COc1ccccc1NC(=O)N[C@H]1C=C[C@H](CC(=O)N[C@H](C)c2ccccc2)O[C@@H]1CO,-20,-6,-51,3,-10,0.1,0.3,1
COc1ccc(-c2csc(C(O)c3cccc(Cl)c3)n2)cn1 (stereo not given),8,2,-4,2,-2,0.3,0.0,-2
Cc1cc(-c2ccc(S(=O)(=O)NCc3ccc(Cl)cc3)cc2)on1,3,4,-10,4,5,-0.2,0.2,-3
CCCCCC(=O)N1C[C@@H](O)[C@H](n2cc(-c3ccc(F)cc3)nn2)C[C@@H]1c1ccc(Cl)cc1,3,·,14,-4,-4,-0.1,0.2,1
CC12CCC(=O)N1C(C(=O)N1CCN(S(=O)(=O)c3cccc(Cl)c3)CC1)CS2 (stereo not given),-7,·,-1,·,-8,·,0.0,-3
CCN(CC)S(=O)(=O)c1cccc(NN=c2c(=O)c3ccccc3c2=O)c1,-3,-14,-8,2,-2,6.2,0.0,-8

# The closing 5 entries of the part above lead into the next.
SMILES,FN deposition inh,RAD54 inh,EWS-Fli inh,esBAF inh,S100A4 MyoIIA,E-selectin induc,Xi reactivation,RAD52 inh
COc1ccc(-c2csc(C(O)c3cccc(Cl)c3)n2)cn1 (stereo not given),8,2,-4,2,-2,0.3,0.0,-2
Cc1cc(-c2ccc(S(=O)(=O)NCc3ccc(Cl)cc3)cc2)on1,3,4,-10,4,5,-0.2,0.2,-3
CCCCCC(=O)N1C[C@@H](O)[C@H](n2cc(-c3ccc(F)cc3)nn2)C[C@@H]1c1ccc(Cl)cc1,3,·,14,-4,-4,-0.1,0.2,1
CC12CCC(=O)N1C(C(=O)N1CCN(S(=O)(=O)c3cccc(Cl)c3)CC1)CS2 (stereo not given),-7,·,-1,·,-8,·,0.0,-3
CCN(CC)S(=O)(=O)c1cccc(NN=c2c(=O)c3ccccc3c2=O)c1,-3,-14,-8,2,-2,6.2,0.0,-8
O=C(CSCc1c(F)cccc1Cl)NCCSCc1ccco1,4,3,-2,-1,-2,-0.4,-0.1,-19
COc1ccc(Cl)cc1N(CC(=O)N1CCCCCC1)S(C)(=O)=O,-2,-4,4,-4,-4,·,0.0,-10
Cc1c(NC(=O)Nc2ccccc2)cccc1[N+](=O)[O-],1,0,-8,-5,-1,·,0.5,-7
CSc1nsc(NC(=O)Nc2ccccc2)n1,-2,·,-91,·,1,0.5,-0.1,-4
CCn1cc(/C=C(\NC(=O)c2cc(OC)c(OC)c(OC)c2)C(=O)N2CCOCC2)c2ccccc21,0,-6,7,0,6,0.0,0.0,-38
CN(C)C(=O)c1cccc(-c2ccc([C@@H]3[C@@H](CO)N(C(=O)C4CCCC4)[C@H]3C#N)cc2)c1,12,·,-1,·,-3,0.0,0.5,-47
COCC(=O)Nc1ccc2c(c1)C(=O)N(C)C[C@H](OC)[C@H](C)CN(C(=O)CC1CC1)[C@H](C)CO2,-2,6,5,-1,9,-0.1,0.0,-14
COc1ccccc1/C=C(/C(=O)OCC(=O)Nc1ccccc1C(C)C)c1ccccc1,-1,·,2,·,12,-0.2,0.3,1
CCOC(=O)c1c(N)sc2c1CCN(CCc1ccccc1)C2,-3,0,1,-2,-8,·,0.4,-25
COc1ccc2c3c([nH]c2c1)[C@H](CO)N(C(=O)CN1CCOCC1)CC31CCN(CC2CCCC2)CC1,-5,·,0,·,1,0.3,0.0,3
CCCc1nc2cc(C)c(Br)c(C)n2c1Cc1ccccc1OC,3,·,10,·,-8,0.3,-0.1,-22
O=C(C1CCC1)N1CC2(C1)[C@@H](c1ccccc1)[C@H](CO)N2C(=O)CC1CC1,·,·,4,·,-2,-0.2,0.2,-17
c1ccc(-c2nnc(N3CCOCC3)c3ccccc23)cc1,-11,·,5,·,2,·,0.0,4
CN1C(=O)c2cc(NC(=O)c3cccc(C(F)(F)F)c3)ccc2OC[C@H]2O[C@@H](CC(=O)NCCN3CCCC3)CC[C@H]21,-11,7,-1,1,-4,0.0,0.3,21
C[C@H]1CN([C@@H](C)CO)C(=O)c2cc(NS(C)(=O)=O)ccc2O[C@H]1CN(C)CC1CCCCC1,-2,3,-3,-4,0,0.2,0.0,-11
CCc1cccc(NC(=O)c2ccc3c(=O)n4c(nc3c2)CCCCC4)c1,-4,2,-92,32,5,1.4,0.7,-9
CN1c2ccc(-c3ccc(F)cc3)cc2[C@@H]2[C@@H](CCN2C(=O)CC2CC2)[C@@H]1CO,-6,3,-2,-2,·,1.5,0.2,·
COc1ccc(CN(C)C[C@@H]2Oc3ccc(NC(=O)Nc4cccc5ccccc45)cc3C(=O)N([C@H](C)CO)C[C@@H]2C)cc1,·,4,4,-3,-7,0.0,0.0,-6
Cc1ccc(OCCN2C(=O)c3ccccc3C2=O)c([N+](=O)[O-])c1,·,·,-23,·,0,·,0.3,-2
Cc1cc(C(=O)CSc2nc(N)cc(N)n2)c(C)n1-c1cccc(C(F)(F)F)c1,-10,·,20,·,0,·,0.1,-29
C[C@@H]1CN(C(=O)OC(C)(C)C)CCN1c1ccc(N2CC[C@H](O)C2)c(C#N)c1,1,·,-4,·,-8,1.7,-0.1,-15
Cc1ccc(CCc2nnc(SCC(=O)Nc3ccccc3Cl)n2-c2ccccc2)o1,0,-4,-6,·,1,0.0,0.0,-14
O=C(C[C@@H]1CC[C@H]2[C@@H](COC[C@@H](O)CN2C(=O)c2ccc(F)cc2)O1)N1CCOCC1,-4,1,-2,-3,3,0.0,0.2,-4
COc1cccc(OC)c1C(=O)NNC(=O)c1ccc(F)cc1,·,·,-7,·,-6,·,0.2,-7
CC(NC(=O)c1ccc(Cl)cc1)c1nnc(SCC(=O)NC2=NCCS2)n1C (stereo not given),-9,4,1,1,1,·,0.1,-15
NCCCC[C@H](NC(=O)C1CCNCC1)c1nnc([C@@H](N)CO)o1,-9,19,-7,-3,0,0.2,0.1,5
CC1Cc2ccccc2N1C(=O)CNc1ccccc1N1CCCCC1 (stereo not given),0,3,10,7,-4,0.4,0.0,-7
N#Cc1ccc(C(=O)NC2CCCc3ccccc32)cc1 (stereo not given),-14,·,2,·,-7,·,0.0,-8
COc1ccc(S(=O)(=O)N2CCOCC2)cc1NC(=O)CSc1ccc(F)cc1,3,-1,4,2,55,-0.4,0.0,-2
CN(C[C@H]1[C@@H](c2ccccc2)[C@H](CO)N1C(=O)C1CC1)C(=O)c1ccccn1,-10,3,4,2,·,0.0,0.3,·
Cn1nccc1C(=O)N1CCN(c2ccccc2Cl)CC1,·,-7,-3,-1,1,-0.7,0.2,-14
Cc1ccc(CN=c2c([N+](=O)[O-])nn(-c3cccc(Cl)c3)n2O)cc1,6,·,4,11,-5,4.6,0.0,-9
Cc1nnc(NC(=O)CSc2nccn2Cc2ccc(F)cc2)s1,4,-2,-1,3,2,-0.2,-0.2,-19
C#CCN(C(=O)C1CCC(=O)N(CCc2cccc(F)c2)C1)C1CCCCC1 (stereo not given),·,·,-91,·,-6,0.1,0.0,-5
CSc1nnc2c(=O)[nH]c(=O)n(C)c2n1,4,-2,-10,1,1,1.8,0.4,-4
NS(=O)(=O)c1ccc2c(c1)C(=NO)c1cc(S(N)(=O)=O)ccc1-2,-3,3,-12,2,-7,0.0,0.1,-5
Cc1ccc(-n2ncc3c2CCCC3NC(=O)c2cnccn2)cc1C (stereo not given),8,4,·,0,-5,-0.2,-0.1,-8
Cn1cnc(S(=O)(=O)N2CCN(C(c3ccc(F)cc3)c3ccc(F)cc3)CC2)c1,-4,-3,0,-5,1,·,0.4,0
COCC(=O)Nc1ccc2c(c1)C(=O)N(C)C[C@@H](OC)[C@@H](C)CN(C(=O)c1cnccn1)[C@@H](C)CO2,7,-4,4,-4,7,-0.2,-0.1,-4
COc1ccc(CCN(Cc2ccccn2)C(=S)Nc2cccc(SC)c2)cc1OC,·,-6,4,-2,-3,·,0.0,-6
COc1cc(C(=O)Nc2scc(-c3ccccc3)c2C(=O)O)cc(OC)c1OC,-12,-17,-75,1,-4,·,0.0,-11
Clc1ccc2nncn2n1,1,·,9,·,6,-0.1,-0.1,-2
COc1ccc(C(CNC(=O)Nc2ccc(Cl)cc2)N2CCN(C)CC2)cc1 (stereo not given),7,-16,·,10,-5,·,0.0,1
C[C@H]1CCCCO[C@@H](CN(C)C(=O)c2ccccc2)[C@@H](C)CN([C@@H](C)CO)C(=O)c2cc(NS(=O)(=O)c3cccs3)ccc2O1,3,-6,-3,-2,9,·,0.0,-6
CC1CCCC(NC(=O)COC(=O)CCC(=O)c2ccc(F)cc2)C1C (stereo not given),3,9,-2,7,-4,-0.1,0.2,0
CCc1nc2ccc(C(=O)NCCCn3ccnc3)cn2c1N(C)C(=O)C1CCCCC1,1,-4,-8,6,3,-0.1,0.3,-26
CC1CCN(C(=O)c2ccc3c(c2)OCO3)CC1,·,-1,-10,·,2,0.0,0.2,-16

# Compounds shown so far that have a furan ring, fused or not:
SMILES,FN deposition inh,RAD54 inh,EWS-Fli inh,esBAF inh,S100A4 MyoIIA,E-selectin induc,Xi reactivation,RAD52 inh
O=C(CSCc1c(F)cccc1Cl)NCCSCc1ccco1,4,3,-2,-1,-2,-0.4,-0.1,-19
Cc1ccc(CCc2nnc(SCC(=O)Nc3ccccc3Cl)n2-c2ccccc2)o1,0,-4,-6,·,1,0.0,0.0,-14
